# OX1R antag-1 – antagonists of human orexin 1 receptor (OX1R); actives 1.8% (n = 330,000); OX1R-expressing cells, FRET antagonist read-out; inhibition, % at 6.6 µM; O43613; AID 485270; in the data active = inhibition mostly above about 38%, no sharp cut-off; inactive = mostly below about 40%;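 also: 0% = agonist challenge alone and 100% = reference antagonist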
# Target sequence (O43613 whole entry, looked up): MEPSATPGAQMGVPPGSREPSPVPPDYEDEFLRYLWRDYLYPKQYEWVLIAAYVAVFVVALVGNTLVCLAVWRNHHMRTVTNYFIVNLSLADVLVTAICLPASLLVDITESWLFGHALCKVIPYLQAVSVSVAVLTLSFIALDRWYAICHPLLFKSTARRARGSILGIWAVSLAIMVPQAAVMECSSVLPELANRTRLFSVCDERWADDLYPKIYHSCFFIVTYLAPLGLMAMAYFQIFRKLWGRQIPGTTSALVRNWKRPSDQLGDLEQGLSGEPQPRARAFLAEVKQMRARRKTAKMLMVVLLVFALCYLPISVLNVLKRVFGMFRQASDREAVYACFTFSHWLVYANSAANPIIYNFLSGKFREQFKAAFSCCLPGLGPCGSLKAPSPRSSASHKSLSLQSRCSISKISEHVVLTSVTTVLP
# OX1R antag-2 – blocks the human orexin 1 receptor. actives 0.43% (n = 330,000). inhibition, % at 5 µM. CHO/OX1R cells, Fluo-8 calcium fluorescence, orexin A. AID 434989;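 active = inhibition above its plate's threshold, mean inhibition of all tested compounds on the plate plus 3 SD, cut at about 37% in these data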;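 also: 0% = orexin A challenge wells and 100% = SB-334867-A antagonist wells; not every result past the cut was called active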
# * = called active by the depositor; & = joins results of further samples.
No.	OX1R antag-1	OX1R antag-2	mol
1	9	-13	O=C1CCCC/C=C\C[C@H](CC(=O)N(CCO)Cc2ccccc2)C(=O)NC[C@H](c2ccccc2)O1
2	3&9	-4&-12	CN(CC(O)CN1CCOCC1)S(=O)(=O)O (centres undefined)
3	0	-5	O=C(NCc1ccccc1F)C1CCCN1C(=O)Nc1cccc(F)c1 (centres undefined)
4	10	-14	c1ccc(-c2noc(CN3CCN(c4ccccc4)CC3)n2)cc1
5	4	-13	COc1ccc(CC(=O)NNS(=O)(=O)c2ccccc2[N+](=O)[O-])cc1OC
6	-3	-31	O=C(c1cn(CC(=O)N2CCCC2)c2ccccc12)C1CCCCC1
7	14	-10	Cc1cc(C)cc(OCC(=O)Nc2ccc3c(c2)C(=O)c2ccccc2C3=O)c1
8	-4	-8	Cc1nnc(SCC(=O)NNC(=O)COc2ccc(Cl)cc2)s1
9	5	1	O=c1cc(-c2ccccc2)c2cc(Cl)ccc2[nH]1
10	2	0	COc1cccc(NC(=O)CN(c2cccc(C(F)(F)F)c2)S(C)(=O)=O)c1
11	10	-28	Cc1sc(NC(=O)C2=COCCO2)nc1-c1ccc(Cl)cc1
12	4	-22	O=C(NCCc1ccc(Cl)cc1)C1CCC(CNc2c(N3CCCCC3)c(=O)c2=O)CC1 (centres undefined)
13	44	-3	Cc1ccc(SCCNC(=S)Nc2cc(C)cc(C)c2)cc1
14	14	-7	COc1cccc(OCc2cc(C(=O)NCc3ccc4c(c3)OCO4)no2)c1
15	30	-13	O=C(Nc1cccc(Br)c1)c1ccc(CSc2ccccc2)cc1
16	12	-31	Cc1ccc(S(=O)(=O)N2CCOCC2)cc1NC(=O)C(c1ccc(Cl)cc1)C(C)C (centres undefined)
17	6	-23	Cc1nc2c(C(=O)NCCC(C)C)c[nH]n2c(=O)c1Cc1ccccc1F
18	17	-17	Cc1ccc(S(=O)(=O)N(C)C)cc1NC(=O)COC(=O)CCCOc1ccccc1
19	15	-25	Cc1ccc(CNC(=O)C2CCN(S(=O)(=O)c3ccc4c(c3)CC(C)N4C(=O)C3CCC3)CC2)o1 (centres undefined)
20	22	5	Cc1cc(C(=O)O)ccc1NCc1cccnc1

# The list goes on:
No.	OX1R antag-1	OX1R antag-2	mol
21	6	-9	NS(=O)(=O)c1ccc(CCNC(=O)C(=O)NCC2OCCN2S(=O)(=O)c2cccs2)cc1 (centres undefined)
22	8	-35	COc1ccc(C2=NNC(c3cccnc3)=Nc3ccccc32)cc1
23	30	-28	O=C(c1ccc(Cl)c([N+](=O)[O-])c1)N(Cc1ccccc1)C1CCS(=O)(=O)C1 (centres undefined)
24	6	-7	COc1ccc(C2(C#N)CCC(=O)N2c2ccccc2)cc1 (centres undefined)
25	17	-18	O=C(NCCc1ccccc1)/C(=N\O)c1ccccc1
26	11	-18	COC(=O)c1sccc1NC(=O)c1cc(C)on1
27	15	-14	O=C(/C=C/c1ccco1)N1CCN(S(=O)(=O)c2ccc(F)c(F)c2F)CC1
28	-4	-3	C#CCOCCOCCOCCNc1nc(N2CCN(C(=O)[C@H](CCC(=O)O)n3cc(CN)nn3)CC2)nc(N2CCN(C(=O)[C@H](CCC(=O)O)n3cc([C@@H](N)[C@H](C)CC)nn3)CC2)n1
29	1	-42	COc1ccc([C@@H]2[C@@H]3C(=O)N(C(C)(C)C)C(=O)[C@@H]3[C@]3(Cc4ccccc4)C(=O)N(c4cccc(Br)c4)C(=O)N23)cc1
30	35	-2	COc1ccccc1C(=O)N/C(=C\c1cn(C)c2ccccc12)C(=O)N1CCOCC1
31	8	-24	CCC(=O)c1ccc(OCC(O)CNC(C)c2ccccc2)cc1 (centres undefined)
32	4	-34	CCOC(=O)C1(Cc2cccc(OC)c2)CCCN(C(=O)c2cc(C)[nH]n2)C1 (centres undefined)
33	-2	-10	Cc1cccc(C(=O)OCC(=O)Nc2nccs2)c1
34	10	0	Cc1cc(OC(C)C(=O)NC2CCN(Cc3ccccc3)CC2)c2c(C)cc(=O)oc2c1 (centres undefined)
35	14	9	Cc1ccc(S(=O)(=O)/N=C(\CCl)N2CCOCC2)cc1
36	12	-24	COc1ccccc1CNC(=O)c1ccccc1OC
37	24	-42	CCOC(=O)c1cnc2c(C)cccc2c1Nc1ccc(N2CCOCC2)cc1
38	8	-17	Cc1ccc(C)c(N2CCN(S(=O)(=O)c3csc(C(N)=O)c3)CC2)c1
39	17	-17	O=C(NC(Cc1c[nH]c2ccccc12)C(=O)O)/C(=C\c1ccccc1)NC(=O)c1ccccc1 (centres undefined)
40	22	-19	CCOc1ccc(CCNC(=O)C2CCN(c3ccc(N4CCOCC4)nn3)CC2)cc1OCC

# (cont.)
No.	OX1R antag-1	OX1R antag-2	mol
41	20	-4	CSC1=N/C(=C\c2ccccc2C)C(=O)S1
42	12	-15	O=C(NCCCN1CCN(c2cccc(Cl)c2)CC1)C1(S(=O)(=O)c2ccc(Cl)cc2)CC1
43	6	-4	CCOc1ccc(S(=O)(=O)N2CCC(C(=O)N3CCN(C)CC3)CC2)cc1Cl
44	2	-15	Cc1cc2c(cc1S(=O)(=O)CCC(=O)N(C)C1CCCCC1)OCC(=O)N2
45	7	-7	Cc1c(Cl)c(C(=O)Nc2nc3ccccc3n2CCN2CCCCC2)nn1C
46	-2	-4	O=C(Nc1cccc(C(F)(F)F)c1)c1ccccc1NC(=O)C1CCCCC1
47	13	-6	CCC(CC)NC(=O)/C=C/c1ccccc1Cl
48	3	-12	CCOC(=O)C(=O)Nc1sc(C(=O)N(CC)CC)c(C)c1C#N
49	20	-14	C1CN(c2nc3nonc3nc2N2CCOCC2)CCO1
50	23	-13	COc1cc(C(=O)OCC(C)=O)cc(NC(=O)c2ccco2)c1OC
51	0	1	O=C(CCC(=O)N1CCCC1)N1CCCC1
52	13	7	CC1=CCn2c(=O)c3ccccc3c(=O)n2C1
53	22	-10	O=S(=O)(c1cccc(NC(=S)N2CCN(c3ccccc3)CC2)c1)C(F)F
54	18	0	CNC(=O)CSc1nnc(NC(=O)C2CC(=O)N(c3ccccc3OC)C2)s1 (centres undefined)
55	16	-23	Cc1ccc2c(c1)C(C)(C)[C@]1(C)NC(=O)CCN21
56	13	-30	CCOC(=O)c1nn(-c2ccc(Cl)cc2)c2nc(CC)c(C#N)c(=O)n12
57	20	-21	O=C1CC(N2CCN(Cc3ccc4c(c3)OCO4)CC2)C(=O)N1c1cccc2ccccc12 (centres undefined)
58	-4	-3	CCc1ccccc1NC(=O)c1nnn(CC(=O)Nc2cccc(C)c2)c1N
59	22	-17	COc1cccc(OC)c1OCc1cc(C2C3CCCC=C3C(C#N)=C(N)C2(C#N)C#N)c(C)cc1C (centres undefined)
60	11	7	CCS(=O)(=O)c1ccc(O)c(NC(=O)Nc2ccccc2)c1

# Given in transposed form: five of the compounds above.
52	CC1=CCn2c(=O)c3ccccc3c(=O)n2C1
53	O=S(=O)(c1cccc(NC(=S)N2CCN(c3ccccc3)CC2)c1)C(F)F
54	CNC(=O)CSc1nnc(NC(=O)C2CC(=O)N(c3ccccc3OC)C2)s1 (centres undefined)
55	Cc1ccc2c(c1)C(C)(C)[C@]1(C)NC(=O)CCN21
56	CCOC(=O)c1nn(-c2ccc(Cl)cc2)c2nc(CC)c(C#N)c(=O)n12
Compound | 52 | 53 | 54 | 55 | 56
OX1R antag-1 | 13 | 22 | 18 | 16 | 13
OX1R antag-2 | 7 | -10 | 0 | -23 | -30

# Other structures:
No.	OX1R antag-1	OX1R antag-2	mol
61	1	-6	O=C(COc1ccc(S(=O)(=O)NCc2ccccc2)cc1Cl)N1CCOCC1
62	30	-25	COc1cc(C2NC(=O)C(C#N)=C(S)N2c2ccc(C)cc2)ccc1OC(C)C (centres undefined)
63	20	-1	CCC(=O)N1CCN(c2ccc(NC(=O)c3ccco3)cc2)CC1
64	14	-29	O=C(CCN1C(=O)C2CCCCC2C1=O)N1CCN(S(=O)(=O)c2cccc(F)c2)CC1 (centres undefined)
65	7	-30	CCC(C(=O)NCCc1ccco1)n1nc(C)c2c(C)n(-c3ccccc3)nc2c1=O (centres undefined)
66	13	-44	CCN(CC)C(=O)CSc1nc2cc3c(cc2c(=O)n1CCCCCC(=O)NCc1ccc(OC)cc1)OCO3
67	0	-15	COc1ccc(Cc2noc(COc3ccc(Cl)cc3)n2)cc1
68	6	-15	O=C(C1CCCN(CCCc2ccccc2)C1)N1CCCCC1 (centres undefined)
69	6	-20	Cc1ccc(N(CC(=O)N2CCOCC2)S(=O)(=O)c2ccccc2)cc1
70	10	-10	Cc1nc2scc(C)n2c(=O)c1S(=O)(=O)NCC1CCN(Cc2ccc(F)cc2)CC1
71	4	4	Cc1nnc(SCC(=O)NC2CCCCC2C)s1 (centres undefined)
72	19	-14	O=C(NCc1ccccc1)C1=C[C@@H](c2ccccc2)C[C@@H](OCc2ccc(CO)cc2)O1
73	16	-10	CCOc1ccc(N(CC(=O)NC2CCCC2)C(=O)CCC(=O)Nc2nccs2)cc1
74	58	10	C=CCn1c(SCC(=O)Nc2ccc3c(c2)CCC3)nnc1-c1cccs1
75	17	-6	Cc1cc(C)nc(N2CCC(C(=O)NC3CC3)CC2)n1
76	2	-9	O=C(NCN1CCN(c2ccccc2F)CC1)c1cccnc1
77	8	-27	COc1ccc(CCN=C(C)c2cc(C)c(C)cc2O)cc1OC
78	12	-12	C[C@@H](CN1C(=O)C(=O)NC[C@@H]1C)NC(=O)CC12CC3CC(CC(C3)C1)C2
79	54*	68*	Cn1c(SCc2cccc([N+](=O)[O-])c2)nc2ccccc2c1=O
80	3	-10	COc1ccc(N(C(=O)c2ccncc2)S(=O)(=O)c2ccc(Cl)cc2)cc1

# Among those listed so far, five contain a furan ring, fused or not.
No.	OX1R antag-1	OX1R antag-2	mol
19	15	-25	Cc1ccc(CNC(=O)C2CCN(S(=O)(=O)c3ccc4c(c3)CC(C)N4C(=O)C3CCC3)CC2)o1 (centres undefined)
27	15	-14	O=C(/C=C/c1ccco1)N1CCN(S(=O)(=O)c2ccc(F)c(F)c2F)CC1
50	23	-13	COc1cc(C(=O)OCC(C)=O)cc(NC(=O)c2ccco2)c1OC
63	20	-1	CCC(=O)N1CCN(c2ccc(NC(=O)c3ccco3)cc2)CC1
65	7	-30	CCC(C(=O)NCCc1ccco1)n1nc(C)c2c(C)n(-c3ccccc3)nc2c1=O (centres undefined)

# Next structures
No.	OX1R antag-1	OX1R antag-2	mol
81	-5	-14	Cc1ccc2c(=O)c(CN3CCCCCC3)c(C)[nH]c2c1C
82	8	-7	O=C(Nc1ccc(F)cc1)c1ccc2c(=O)n(CC3CCCO3)c(=S)[nH]c2c1 (centres undefined)
83	12	-10	CSc1ncccc1C(=O)OCC(=O)Nc1nc(C)c(Cl)cc1Cl
84	13	-4	NS(=O)(=O)c1ccc(NC(=O)/C=C/c2ccc3c(c2)OCO3)cc1
85	11	-9	O=C(Nc1ccc(Oc2ccccc2)nc1)C1CCCCN1Cc1ccc(OCCO)cc1 (centres undefined)
86	39	-14	COc1ccc2nc3ccccc3nc2c1NC(=O)c1ccc(Cl)cc1
87	12	-11	O=C1OC(c2ccco2)=N/C1=C\c1ccc(-c2cccc(C(F)(F)F)c2)o1
88	31	-30	O=C1C2C3C=CC(C3)C2C(=O)N1CCN1CCN(S(=O)(=O)c2ccc3ccccc3c2)CC1 (centres undefined)
89	4	3	COc1ccc(CNC(=O)COC(=O)CC2CCCC2)cc1
90	0	-20	CC(C)n1c(/C=C/[C@H](O)C[C@H](O)CC(=O)O)c(-c2ccc(F)cc2)c2ccccc21
91	0	-19	CC1=CC(=O)N(c2cccc(C(F)(F)F)c2)C1c1ccc(Cl)cc1 (centres undefined)
92	15	-19	CCCCN(CCCC)CCNC(=O)c1cn(C)c2ccc(S(=O)(=O)N(C)C3CCCCC3)cc2c1=O
93	12	-14	Clc1ccc(-c2nnc(-c3ccccc3)nc2-c2c[nH]c3ccccc23)cc1
94	1	-1	COc1cccc(CN(CC(=O)NCC2CCCO2)C(=O)CNS(=O)(=O)c2ccccc2)c1 (centres undefined)
95	24	-19	COC(=O)c1ccnc(SCC(=O)c2ccccc2)c1
96	32	-4	Cn1cc([N+](=O)[O-])c(C(=O)NCc2ccccc2)n1
97	6	-4	O=C1CCC(C(=O)N2CCCCCCC2)CN1Cc1cccc(C(F)(F)F)c1 (centres undefined)
98	10	-15	CCCC(OC(=O)CN1C(=O)COc2ccccc21)C(=O)NC1CCCC1 (centres undefined)
99	27	-25	COc1ccc(C)cc1S(=O)(=O)N1CCCC(C(=O)N2CCN(c3ccccc3)CC2)C1 (centres undefined)
100	8	-4	COc1cccc(NC(=O)COC(=O)CCCc2c[nH]c3ccccc23)c1

# New compounds follow
No.	OX1R antag-1	OX1R antag-2	mol
101	10	-11	CC(=O)N1c2ccc(S(=O)(=O)N3CCCCC3)cc2CC1C(=O)Nc1ccc(F)cc1C (centres undefined)
102	-3	-16	CCNc1nc(NCC)nc(N(C)N)n1
103	10	1	CCN(Cc1ccccc1)C(=O)CSc1ccccc1C(=O)O
104	14	-11	COc1ccccc1NC(=O)CSc1nc(O)cc(=O)[nH]1
105	23	-7	CCN(CC)S(=O)(=O)c1cccc(NC(=O)COC(=O)c2ccc(Br)o2)c1
106	29	-6	CC1CCc2c(sc(NC(=O)CCCn3cnc([N+](=O)[O-])n3)c2C(N)=O)C1 (centres undefined)
107	12	-31	O=C(Cc1ccccc1[N+](=O)[O-])NCc1ccc(Cl)cc1Cl
108	19	-7	CCOC(=O)N/N=C(C)/C=C/c1ccccc1
109	14	-19	Cc1ccc(Cn2nnc3c(=O)n(CC(=O)NCc4ccc5c(c4)OCO5)cnc32)cc1
110	7	-12	CCN1CCN(CC(=O)N/N=C/c2cc(Br)cs2)CC1
111	67	-23	Cc1ccc(NC2=C(NC(=O)c3ccccc3)C(=O)c3ccccc3C2=O)cc1Cl
112	7	7	Cc1c(OCC(=O)N[C@@H](Cc2ccccc2)C(=O)O)ccc2c3c(c(=O)oc12)CCC3
113	9	-7	O=S(=O)(c1cc(Cl)ccc1Cl)n1nnc2ccccc21
114	28	10	O=c1[nH]ncc(N/N=C\c2cccnc2)c1Cl
115	10	-10	COC(=O)c1cc(=O)n(Cc2cccs2)c(=NCc2cccs2)s1
